Screening data as filed in PubChem BioAssay.
RmlCD inh mix – RmlC/RmlD inhibition, mixture screen. RmlC/RmlD coupled enzyme inhibition, 384-well mixture HTS. inhibition, % at 5.5 µM. 110,000 compounds, 0.39% hits; in the data active = inhibition above about 30%, passing the limit was not always enough; also: strong numbers were not always called active
RT RNaseH block – blocks HIV-1 RNase H cleavage of RNA/DNA duplex; P04585; RT-RNase H RNA/DNA duplex cleavage, fluorescence; inhibition, % at 10 µM; 65,000 compounds, 1.9% hits; AID 565; in the data active = inhibition above about 50%
Active calls of the source: *. Some of the compounds tested; count on the stated rates, not on these rows.

COC(=O)c1ccc(CSc2ncnc3c2nnn3-c2ccc(F)cc2)o1 was read as RmlCD inh mix -4.3 and RT RNaseH block -2.4.
Screening COc1ccc(CN2CCN(S(=O)(=O)c3ccc(F)cc3)CC2)cc1OC returned RmlCD inh mix 17.1 and RT RNaseH block -6.7.
`CCOC(=O)C1C(=O)CC(C)(O)C(C(=O)OCC)C1c1ccc(Br)o1` (centres undefined) gave RmlCD inh mix -10.6 and RT RNaseH block 13.8.
For Cc1ccc(-c2csc(NC(=O)c3ccno3)n2)cc1 the results were RmlCD inh mix -11.3 and RT RNaseH block 41.9.
For O=C(Cn1cnc2c(cnn2-c2ccc(F)cc2)c1=O)NCc1ccco1 the results were RmlCD inh mix 7.8 and RT RNaseH block -12.0.
`O=C(c1cccs1)N1CCN(S(=O)(=O)N2CCOCC2)CC1` gave RmlCD inh mix 5.2 and RT RNaseH block -10.5.
`Cc1sc(NC(=O)C2CCCCC2C(=O)O)c(C(N)=O)c1-c1ccc(C(C)C)cc1` (centres undefined) gave RmlCD inh mix -8.3.
Cn1cc(SCC(=O)NCc2ccc3c(c2)OCO3)c2ccccc21 was read as RmlCD inh mix -8.1 and RT RNaseH block -33.6.
CCCCCCn1c(CN2CCN(C(=O)c3ccco3)CC2)nc2c1c(=O)n(C)c(=O)n2C was read as RmlCD inh mix -12.8 and RT RNaseH block -20.6.
Cc1nnc(SCC(N)=O)n1CC1CCCO1 (centres undefined) was read as RmlCD inh mix -6.8 and RT RNaseH block 1.6.
For O=C(CCCN1C(=O)/C(=C/c2cccc(Br)c2)SC1=S)Nc1ccccn1 the results were RmlCD inh mix -7.6.
For O=C(Nc1ccccc1N1CCOCC1)C1Cc2ccccc2CN1C(=O)c1ccco1 (centres undefined) the results were RmlCD inh mix 2.2.

Reprinted from the part before: three entries, then new ones.
Cc1nnc(SCC(N)=O)n1CC1CCCO1 (centres undefined) was read as RmlCD inh mix -6.8 and RT RNaseH block 1.6.
For O=C(CCCN1C(=O)/C(=C/c2cccc(Br)c2)SC1=S)Nc1ccccn1 the results were RmlCD inh mix -7.6.
For O=C(Nc1ccccc1N1CCOCC1)C1Cc2ccccc2CN1C(=O)c1ccco1 (centres undefined) the results were RmlCD inh mix 2.2.
For O=C1C=C(c2ccccc2)C(=O)N1Nc1ccccc1 the results were RmlCD inh mix -7.8.
CC(C)Cc1nc2oc3c(=O)[nH]cnc3c2c2c1CCC2 was read as RmlCD inh mix -3.5 and RT RNaseH block 3.4.
Screening CC(C)Cn1c(NCCN(C)C)nc2c1c(=O)[nH]c(=O)n2C returned RmlCD inh mix -4.2 and RT RNaseH block -3.2.
O=C(NCCCN1CCN(c2ccccc2F)CC1)C1CCN(S(=O)(=O)N2CCOCC2)CC1 was read as RT RNaseH block -17.0.
Screening CCC(c1nnc(SCC(=O)Nc2nnc(-c3ccccc3)o2)o1)N(C)C (centres undefined) returned RmlCD inh mix -7.7 and RT RNaseH block 10.9.
For COc1ccccc1/C=N/Nc1nccnc1Cl the results were RmlCD inh mix -59.4.
`O=C(NC1CCCc2ccccc21)c1ccc(Cl)nc1` (centres undefined) gave RmlCD inh mix 8.3.
CCc1n[nH]c2c1/C(=N\O)CC(c1ccccc1)C2 (centres undefined) was read as RmlCD inh mix -29.9 and RT RNaseH block 1.2.
For O=C(O)CCC(=O)NCC1OCCc2ccccc21 (centres undefined) the results were RmlCD inh mix -1.1 and RT RNaseH block -6.4.
For CC1CC2(CC(C)(C(=O)CSc3nc4ccccc4s3)OC2=O)C(=O)O1 (centres undefined) the results were RmlCD inh mix 0.7 and RT RNaseH block 6.0.
`CCSc1nc2c(c(=O)[nH]1)C(c1cccnc1)C(C(=O)OC)=C(C)N2` (centres undefined) gave RmlCD inh mix -18.6 and RT RNaseH block -15.0.
CCCNC(=O)CS(=O)Cc1nc(-c2ccccc2C)oc1C (centres undefined) was read as RmlCD inh mix 4.4 and RT RNaseH block -10.6.
CCOCCCNc1nc2c([nH]1)c(=O)n(C)c(=O)n2C was read as RmlCD inh mix -8.0 and RT RNaseH block -7.7.
For O=C(Cn1cc(/C=N/O)c2ccccc21)N1CCOCC1 the results were RmlCD inh mix -12.6 and RT RNaseH block 0.6.
CCCC(=O)Nc1cccc(NC(=O)c2ccc3c(c2)OCO3)c1 was read as RmlCD inh mix 14.3 and RT RNaseH block 4.5.
`O=C(Cn1cc2c(n1)CCCC2)NCc1ccccn1` gave RmlCD inh mix 7.1 and RT RNaseH block -13.8.
For O=C(N1CCCCCC1)n1c(Cc2ccccc2)nc2ccccc21 the results were RmlCD inh mix -10.6.
`O=C(c1cc(-c2ccccc2)nc2ccccc12)N1N=C(C(F)F)CC1(O)C(F)F` (centres undefined) gave RmlCD inh mix -5.5.
For COc1ccc(S(=O)(=O)Nc2cccc(NC(C)=O)c2)cc1 the results were RmlCD inh mix 9.9 and RT RNaseH block -14.3.
Screening CCOC(=O)CN1C(=O)N[C@@H](CCc2ccccc2)C(C(C)=O)=C1C returned RmlCD inh mix -0.9.
For CC(C)C(OC(=O)c1cccs1)C(=O)NC1CCCCC1 (centres undefined) the results were RmlCD inh mix -0.5.
CCC12CC3CC(C1)CC(C(=O)Nc1nn[nH]n1)(C3)C2 was read as RmlCD inh mix -27.8 and RT RNaseH block -12.9.
COCCNC(=O)C1CC(=O)N(c2ccc(F)c(Cl)c2)C1 (centres undefined) was read as RmlCD inh mix 8.6 and RT RNaseH block -6.0.
`CCOC(=O)C1CCN(S(=O)(=O)c2ccc(OCC)cc2)CC1` gave RmlCD inh mix -12.7 and RT RNaseH block 4.3.
For CCOC(=O)C1CCN(C(=O)CSCc2nc(-c3ccc(OCC)cc3)oc2C)CC1 the results were RmlCD inh mix -9.5 and RT RNaseH block -16.7.
CN1CCCC(OC(=O)c2cc(Br)ccc2Cl)C1 (centres undefined) was read as RmlCD inh mix 3.8 and RT RNaseH block -7.1.
`Nc1c(-c2cccc(Cl)c2)cnn1-c1cccc([N+](=O)[O-])c1` gave RmlCD inh mix 9.5.
Screening O=C1OCCC1Sc1nnc(-c2cccs2)n1Cc1ccccc1 (centres undefined) returned RmlCD inh mix 8.7 and RT RNaseH block -6.7.
Screening COc1cccc(NC(=O)c2ccco2)c1 returned RmlCD inh mix -11.8 and RT RNaseH block -1.8.
Screening O=C(COC(=O)c1ccc(Oc2ccccc2)cc1)Nc1nnc(-c2ccccc2)o1 returned RmlCD inh mix 1.8 and RT RNaseH block 23.0.
`Cc1ccc(CCP(=O)(O)CN2CCCCC2)cn1` gave RT RNaseH block -10.7.
Screening COc1cccc(C(=O)Nc2ccccc2C(=O)N2CCCC2)c1 returned RmlCD inh mix 17.7.
CCC(C)(C)c1nnc(NC(=O)c2ccc([N+](=O)[O-])cc2)s1 was read as RmlCD inh mix -8.8.
Screening CCOC(=O)c1sc(NC(=O)c2cc3c(C)nn(-c4ccccc4)c3s2)nc1C returned RT RNaseH block -1.2.
For CN1CC(=O)N(CC(=O)NCc2ccc(F)cc2)c2ccccc2C1=O the results were RmlCD inh mix -10.0 and RT RNaseH block 1.0.
`CCN(CCNC(=O)C1CC(=O)N(CCc2ccccc2)C1)c1ccccc1` (centres undefined) gave RmlCD inh mix -6.4 and RT RNaseH block -3.2.
Screening CC(C)CCNC(=O)CCCOc1cc(=O)n(C)c2ccccc12 returned RT RNaseH block -18.9.
`CC(=O)[C@@]1(O)CC[C@H]2[C@@H]3C[C@H](C)C4=CC(=O)CC[C@]4(C)[C@H]3CC[C@@]21C` gave RmlCD inh mix -8.6 and RT RNaseH block -3.2.
For CCOC(=O)N1CCN(C(=O)C2CCCN(S(=O)(=O)c3cc(C)ccc3OC)C2)CC1 (centres undefined) the results were RmlCD inh mix -4.0 and RT RNaseH block -0.3.
Screening CCOC(=O)c1c(C)[nH]c(C(=O)COC(=O)CNC(=O)C2CCCCC2)c1C returned RmlCD inh mix -12.0 and RT RNaseH block -5.4.
For CCC(C)(C(=O)NC1CCCCC1)N(C(=O)C1CCC(=O)N1)c1ccc(C)cc1 (centres undefined) the results were RmlCD inh mix -13.8 and RT RNaseH block 6.7.
Screening CC1CCCCN1CCNC(=O)c1cc2c(-c3ccccc3F)nn(C)c2s1 (centres undefined) returned RmlCD inh mix -5.0 and RT RNaseH block -10.3.
For O=C(Nc1ccccc1N1CCCCC1)c1ccc(N2C(=O)c3ccccc3C2=O)cc1 the results were RmlCD inh mix -6.5.
O=C(Nc1cc2c3c(c1)C1CCCC1CN3CC1CCCC21)c1ccccc1 (centres undefined) was read as RmlCD inh mix 5.0.
Screening CCc1cccc(C)c1NC(=O)CSc1ncn[nH]1 returned RmlCD inh mix 3.5.
COC(=O)C1=C(C)NC2=C(C(=O)CC(C)(C)C2)C1c1ccsc1 (centres undefined) was read as RmlCD inh mix -11.3.
O=C(NC1CCCC1)C1=COCCO1 was read as RmlCD inh mix 1.3.
Screening CCCCCOC(=O)C(C)c1c(C)[nH]c(=S)[nH]c1=O (centres undefined) returned RmlCD inh mix 8.7 and RT RNaseH block -0.7.
`CCOc1ccc2noc3c2c1C(=O)c1ccccc1-3` gave RmlCD inh mix 14.2 and RT RNaseH block -206.9.
`CCOCC(=O)Nc1nc2c(s1)C(=O)CC(C)(C)C2` gave RmlCD inh mix 12.0 and RT RNaseH block -1.7.
For CC1(C)CC(=O)C(C=NCCN2CCN(C(=S)Nc3cccc(Cl)c3)CC2)=C(O)C1 the results were RmlCD inh mix -4.8.
Screening CCOP(=O)(OCC)C(NCc1ccccc1)c1ccc(Br)cc1 (centres undefined) returned RmlCD inh mix 7.1.
COc1ccccc1OCC(=O)Nc1ccc(O)cc1C(=O)O was read as RmlCD inh mix 7.2 and RT RNaseH block -0.1.
Screening CC12CC3(C)CC(C)(C1)CC(C(=O)Nc1nn[nH]n1)(C2)C3 returned RmlCD inh mix -6.1.
COc1ccc(C(c2nnnn2CS(=O)(=O)c2ccc(C)cc2)N2CCN(Cc3ccccc3)CC2)cc1 (centres undefined) was read as RmlCD inh mix 6.7.
For COC(=O)COc1ccc2c(-c3ccc(OC)cc3)cc(=O)oc2c1 the results were RmlCD inh mix 1.6.
`O=[N+]([O-])c1cc2c(cc1/C=N/Nc1nc(Nc3ccccc3)nc(N3CCCCC3)n1)OCO2` gave RmlCD inh mix 16.0.
`Cc1cc(S(=O)(=O)N2CCCC2)ccc1OCC(=O)N1CCOCC1` gave RmlCD inh mix 6.1 and RT RNaseH block -5.2.
`CCOC(=O)/C(C#N)=C1/C=Nc2ccccc2N1` gave RmlCD inh mix -9.7 and RT RNaseH block -8.5.
Screening O=C(O)c1ccoc1CN1CCCCC1 returned RmlCD inh mix 9.4.

Overlap with the part before: 6 entries, followed by the next part.
COc1ccc(C(c2nnnn2CS(=O)(=O)c2ccc(C)cc2)N2CCN(Cc3ccccc3)CC2)cc1 (centres undefined) was read as RmlCD inh mix 6.7.
For COC(=O)COc1ccc2c(-c3ccc(OC)cc3)cc(=O)oc2c1 the results were RmlCD inh mix 1.6.
`O=[N+]([O-])c1cc2c(cc1/C=N/Nc1nc(Nc3ccccc3)nc(N3CCCCC3)n1)OCO2` gave RmlCD inh mix 16.0.
`Cc1cc(S(=O)(=O)N2CCCC2)ccc1OCC(=O)N1CCOCC1` gave RmlCD inh mix 6.1 and RT RNaseH block -5.2.
`CCOC(=O)/C(C#N)=C1/C=Nc2ccccc2N1` gave RmlCD inh mix -9.7 and RT RNaseH block -8.5.
Screening O=C(O)c1ccoc1CN1CCCCC1 returned RmlCD inh mix 9.4.
CC(C)n1c(SCc2ccc(Cl)cc2)nc2c1c(=O)[nH]c(=O)n2C was read as RmlCD inh mix 12.6 and RT RNaseH block 22.3.
For CCOC(=O)C(NC(=O)CCC(=O)Nc1ccc(S(N)(=O)=O)cc1)C(O)c1ccccc1 (centres undefined) the results were RmlCD inh mix -5.8 and RT RNaseH block -6.1.
`Cc1c(O)c(CN2CCCCC2)cc2c3c(c(=O)oc12)CCC3` gave RmlCD inh mix 91.2* and RT RNaseH block 4.2.
For COc1ccc(NC(=O)c2nc[nH]c2C(=O)N(C)Cc2ccccc2)cc1 the results were RmlCD inh mix 0.5.
Cn1ccnc1P(=S)(c1nccn1C)c1nccn1C was read as RmlCD inh mix 3.9 and RT RNaseH block -6.4.
CCCCn1c(O)c(C(C)=NC(Cc2c[nH]c3ccccc23)C(=O)OC)c(=O)[nH]c1=O (centres undefined) was read as RmlCD inh mix 9.1 and RT RNaseH block -1.4.
N[C@@H](Cc1ccccc1)c1nnc(SCc2ccccc2Cl)o1 was read as RmlCD inh mix -10.5 and RT RNaseH block -20.8.
O=C(OCc1nc2ccccc2c(=O)[nH]1)c1cccs1 was read as RmlCD inh mix 3.3 and RT RNaseH block -2.5.
For O=C(/C=C/c1ccc(Cl)cc1Cl)c1cccnc1 the results were RmlCD inh mix 8.0.
Screening O=C(Cc1cccs1)N(Cc1ccco1)C1(C(=O)NC2CCCCC2)CCCCC1 returned RmlCD inh mix 1.1.
`Cc1ccc(C23CC4CC(CC(CC(=O)N5CCOCC5)(C4)C2)C3)cc1` gave RmlCD inh mix 2.0.
Screening Cc1csc(NC(C)c2nc3cc(C(F)(F)F)ccc3n2CCOCCO)n1 (centres undefined) returned RmlCD inh mix 14.3.
N#Cc1nc(-c2ccc(F)cc2)oc1NCc1ccccc1 was read as RmlCD inh mix -42.4 and RT RNaseH block -21.7.
`COC(=O)c1ccc(-n2nc(C(F)(F)F)c3c2-c2ccoc2CC3)cc1` gave RmlCD inh mix -23.1.
